PhoP GFP inhibition = PhoP regulon inhibitors, Salmonella typhi PhoP promoter GFP reporter, confirmatory (AID 1850). Salmonella Typhi PhoP-promoter GFP reporter, fluorescence, 4 h; higher % means a stronger effect. one-dose inhibition, % at 50 µM; IC50 in µM for titrated hits. hit rate 0.33% among 310,000; in the data active means a potency from the dose series; inconclusive means inhibition mostly from about 25% at the one dose, without a potency; inactive means the rest, 99 in 100 with inhibition below about 19%;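 further: 0% = induced wells with vehicle and 100% = uninduced wells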
VEEV TC-83 Vero = inhibitors of VEEV TC-83 cytopathic effect, confirmation, Vero cells (AID 588727); hit rate 0.13% among 350,000; inhibition, % at 20 µM; hits with a dose series show IC50 in µM; Vero cells, VEEV TC-83 cytopathic effect inhibition; higher % means a stronger effect; in the data active means a potency from the dose series; inconclusive means inhibition mostly from about 14% at the one dose, without a potency; inactive means the rest, 99 in 100 with inhibition below about 12%; further: strong numbers were not always called active
tuberculosis growth = growth inhibition of non-replicating M. tuberculosis (AID 488890). hit rate 0.39% among 320,000. inhibition, % at 25 µM, or IC50 in µM where a hit was titrated. Mycobacterium tuberculosis non-replicating, growth inhibition; higher % means a stronger effect; in the data active means a potency from the dose series; inconclusive means inhibition mostly from about 82% at the one dose, without a potency; inactive means the rest, 99 in 100 with inhibition below about 76%;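 further: plate controls were DMSO cells for no effect and high antibiotic wells for full effect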
H1N1 NS1A inhibition = H1N1 influenza NS1A inhibitors, functional cell based assay (AID 504329) | NS1A functional cell-based assay, percent inhibition; higher % means a stronger effect | one-dose inhibition, % at 12.5 µM; IC50 in µM for titrated hits | hit rate 0.3% among 340,000; in the data active means a potency from the dose series; inconclusive means inhibition above about 27% without an active follow-up result; further: strong numbers were not always called active
H37Rv inhibition = M. tuberculosis growth inhibition, HTS (AID 449762); M. tuberculosis H37Rv growth inhibition, 7H9 media; higher % means a stronger effect; one-dose inhibition, % at 25 µM; IC50 in µM for titrated hits; hit rate 0.59% among 330,000; in the data active means a potency from the dose series; inconclusive means inhibition above about 70% without an active follow-up result;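 further: bacterial growth assessed after seven days of incubation; strong numbers were not always called active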
VEEV TC-83 Vero 10K pilot screen = also measured in VEEV TC-83 Vero; calls as there; inhibition, %; measured here: 10K pilot screen inhibition
* = called active by the depositor; i = inactive; ? = inconclusive; / = not tested or not shown.

The opening 6 entries as a preview:
SMILES	PhoP GFP inhibition	VEEV TC-83 Vero	tuberculosis growth	H1N1 NS1A inhibition	H37Rv inhibition	others
Cc1oc(-c2cccc(Cl)c2)nc1CS(=O)(=O)CC(=O)NC1CC1	-8%	0.2%	-1%	2%	-2%
COC(=O)Cc1ccc(OCC(=O)NC2CCCC2)cc1	/	2.1%	/	-5%	/
Cc1cc(C)c2[nH]c(=S)cc(C)c2c1	-7%	1.7%	4%	-4%	/
CC(=O)Nc1ccc(NC(=O)C(C)OC(=O)CNS(=O)(=O)c2cccc(Cl)c2)cc1 (stereo not drawn)	5%	1.9%	4%	-7%	1%
CC(C)(C)c1ccc(S(=O)(=O)Nc2cccnc2)cc1	-5%	i	17%	-1%	-4%
COc1cc(/C=C/C(=O)OCC(=O)NC(=O)C2COc3ccccc3O2)ccc1OC(F)F (stereo not drawn)	/	1.0%	-4%	-6%	1%

Main list, previewed entries included:
SMILES	PhoP GFP inhibition	VEEV TC-83 Vero	tuberculosis growth	H1N1 NS1A inhibition	H37Rv inhibition	others
Cc1oc(-c2cccc(Cl)c2)nc1CS(=O)(=O)CC(=O)NC1CC1	-8%	0.2%	-1%	2%	-2%
COC(=O)Cc1ccc(OCC(=O)NC2CCCC2)cc1	/	2.1%	/	-5%	/
Cc1cc(C)c2[nH]c(=S)cc(C)c2c1	-7%	1.7%	4%	-4%	/
CC(=O)Nc1ccc(NC(=O)C(C)OC(=O)CNS(=O)(=O)c2cccc(Cl)c2)cc1 (stereo not drawn)	5%	1.9%	4%	-7%	1%
CC(C)(C)c1ccc(S(=O)(=O)Nc2cccnc2)cc1	-5%	i	17%	-1%	-4%
COc1cc(/C=C/C(=O)OCC(=O)NC(=O)C2COc3ccccc3O2)ccc1OC(F)F (stereo not drawn)	/	1.0%	-4%	-6%	1%
COc1cccc(C(=O)Nc2ccc3c(cc2=O)[C@@H](NC(C)=O)CCc2cc(OC)c(OC)c(OC)c2-3)c1	1%	10%	27%	-22%	39%
CCOc1ccc(N2C(=O)CC(N(CCc3ccc(S(N)(=O)=O)cc3)C(C)=O)C2=O)cc1 (stereo not drawn)	15%	0.2%	3%	9%	4%
Cc1ccc(NC(=O)OCCN2CCN(Cc3ccccc3)CCC2=O)cc1	-16%	0.1%	22%	5%	4%
CNC(=O)Oc1cccc(-c2cn3cc(OC(=O)NC)ccc3n2)c1	-8%	0.6%	18%	5%	1%
O=C(Nc1ccc(F)cc1)C1CCCO1 (stereo not drawn)	-2%	0.1%	19%	6%	2%
CCCSc1nsc(N)n1	15%	i	-14%	-2%	-6%
CCNC(=S)N/N=C(\C)c1ccc2ccccc2c1OC(F)F	6%	3.6%	48%	3%	66%
COc1cc(NC2c3ccccc3C(=O)N2Cc2ccccc2Cl)cc(OC)c1OC (stereo not drawn)	5%	1.1%	10%	-2%	-7%
CN(Cc1ccccc1F)C(=O)COc1ccc(C(=O)c2ccccc2)cc1	-8%	0.5%	33%	-3%	0%
O=C(CN1CCN(C(=O)CNC(=O)c2ccc3c(c2)OCO3)CC1)Nc1ccc(F)cc1	/	0.2%	-10%	-16%	-14%
O=C(Nc1ccc2c(c1)OCCO2)c1cccnc1Oc1ccc(Cl)cc1	11%	3.8%	16%	-13%	7%
O=C(OCCCOC(=O)c1cc[n+]([O-])cc1)c1cc[n+]([O-])cc1	-8%	0.9%	-5%	9%	-7%
N/C(=N\OC(=O)Cc1ccc(-c2ccccc2)cc1)c1cccc([N+](=O)[O-])c1	10%	1.0%	4%	29%	5%
Cc1sc2ncnc(N3CCC(C(=O)N4CC(C)SC4=Nc4ccc(Cl)cc4)CC3)c2c1C (stereo not drawn)	/	6.5%	/	2%	/
CCOc1ccc(C(C)=O)cc1CN1C(=O)C(=O)N(CC)C1=O	8%	0.2%	22%	-1%	5%
COC(=O)C(C)Sc1nnc(Cc2cc(=O)[nH]c(=O)[nH]2)n1-c1cc(C)ccc1C (stereo not drawn)	-18%	0.8%	/	0%	0%
COc1ccc(C(=O)Nc2nc3ccccc3[nH]2)cc1OC	-11%	i	/	-4%	-7%
Cc1cccc(NC(=O)c2csnn2)n1	-9%	0.8%	3%	-1%	-9%
Cc1ccc2nc(NC(=O)CSc3ncnc4c3oc3ccccc34)sc2c1	/	i	/	11%	/

(further entries)
SMILES	PhoP GFP inhibition	VEEV TC-83 Vero	tuberculosis growth	H1N1 NS1A inhibition	H37Rv inhibition	others
COc1c(OC(C)=O)ccc(/C=C/c2ccc3cccc(OC)c3n2)c1[N+](=O)[O-]	-5%	11%	3%	16%	3%
COc1cc(C2C(C(=O)N3CCOCC3)=C(C)NC3=C2C(=O)CCC3)ccc1OC(C)=O (stereo not drawn)	-12%	0.9%	-2%	-4%	-6%
COCCn1c(-c2ccccc2)cnc1SCC(=O)Nc1cccc2ccccc12	-3%	0.6%	31%	16%	7%
C=CCN1C(=O)c2ccccc2Sc2ccc(C(=O)NCCC)cc21	-5%	0.3%	19%	0%	3%
CN=C(N)NCCC[C@H](N)C(=O)O	-2%	1.8%	-3%	2%	-7%
CC1CC(C)CN(C(=O)COC(=O)c2cn(C)c3ccccc23)C1 (stereo not drawn)	/	5.1%	16%	-3%	-8%
Cc1ccc([N+](=O)[O-])cc1S(=O)(=O)Nc1ccc(C(=O)N(C)C)cc1	3%	0.4%	5%	4%	2%
CCC(C(=O)Nc1ccccc1-c1ccccc1)c1ccccc1 (stereo not drawn)	3%	i	-10%	9%	-1%
COc1cccc(OC)c1C(=O)Nc1ccc(Br)c(C(=O)c2ccccc2)c1	8%	9.6%	13%	9%	8%
COc1cc(OC)c(NS(=O)(=O)c2cc(C(=O)OC(C)C(=O)NC3CC3)c(Cl)cc2Cl)cc1Cl (stereo not drawn)	-2%	5.7%	6%	-1%	14%
CCC(C)NC(=O)Cn1c(COc2ccc(Cl)cc2Cl)nc2ccccc21 (stereo not drawn)	-2%	0.1%	8%	2%	10%
O=C(Nc1ccccn1)c1ccc(C(=O)Nc2ccccn2)cc1	-8%	7.5%	44%	-1%	-6%
CCOC(=O)N1CCN(C(=O)c2ccccc2NC(=O)COc2ccccc2)CC1	-7%	i	2%	-6%	-29%
Cc1ccn2cc(CNS(=O)(=O)c3cccs3)nc2c1	16%	2.1%	-10%	-6%	-9%
COC(=O)CC1(C(=O)OC)Oc2ccccc2C(=O)N1c1ccc(F)cc1F (stereo not drawn)	7%	i	4%	-3%	2%
O=C(OCCCc1cc2ccccc2c(=O)o1)c1ccco1	/	i	46%	3%	-4%
CC1CCC(C(C)C)C(OC(=O)CSc2nc(N)cc(=O)[nH]2)C1 (stereo not drawn)	-2%	1.9%	18%	6%	3%
CC(NCc1cccnc1)c1ccccc1 (stereo not drawn)	-10%	0.9%	25%	1%	0%
Cc1ccccc1OCC(=O)NNC=O	-13%	1.5%	-2%	-6%	5%
O=C(CCSc1nc(-c2ccco2)cc(C(F)(F)F)n1)N1CCCc2ccccc21	-10%	2.8%	9%	-1%	0%
CCN(CC)S(=O)(=O)c1ccc(Cl)c(NC(=O)COc2ccc3c(C)cc(=O)oc3c2)c1	-1%	0.2%	22%	16%	9%
CCN1CCN(c2ccc(S(=O)(=O)N3CCOCC3)cc2NC(=O)c2ccc(Cl)cc2Cl)CC1	1%	3.4%	35%	-9%	-5%
COC(=O)[C@H](CC(C)C)NC(=O)Nc1ccc2c(c1)OCCO2	-14%	2.6%	-2%	5%	-7%
O=C1C(=O)N(c2nccs2)C(c2ccccc2)/C1=C(\O)c1ccc2c(c1)OCCO2 (stereo not drawn)	6%	i	-3%	3%	6%
O=c1c2[nH]cnc2n(-c2cccc(F)c2)c(=O)n1Cc1ccccc1	2%	i	0%	-22%	3%

Next section.
SMILES	PhoP GFP inhibition	VEEV TC-83 Vero	tuberculosis growth	H1N1 NS1A inhibition	H37Rv inhibition	others
COC(=O)/C(C#N)=C/c1c[nH]c2ccccc12	12%	4.2%	21%	0%	1%
Nc1ccc(C(=O)c2ccccc2C(=O)O)cc1Cl	-7%	0.2%	10%	-7%	5%
COc1ccc(CCN(C)C(=O)c2oc3ccccc3c2C)cc1OC	0%	3.2%	2%	-9%	0%
O=C(CN1C(=O)C2CC=C(Cl)CC2C1=O)N1CCOCC1 (stereo not drawn)	-6%	i	-10%	-1%	4%
O=C(Cc1ccccc1)Nc1ncccc1Cl	2%	i	-12%	/	-3%
Nc1nn2c(C(F)(F)F)cc(=O)[nH]c2c1N=Nc1cccc(F)c1	-18%	1.9%	76%	-5%	?
Cc1ccccc1OCc1nc(-c2ccc(NC(=O)c3cccs3)cc2)no1	3%	3.5%	?	-2%	?
CCn1cc(C(=O)NCC2CCCO2)c(=O)c2cc(S(=O)(=O)N3CCCCCC3)ccc21 (stereo not drawn)	-12%	i	/	-3%	-17%
O=S(=O)(Nc1ccccn1)c1ccc(Cl)cc1	-8%	2.3%	-7%	-8%	-10%
COCC1=C(C(=O)OC(C)OC(=O)OC(C)C)N2C(=O)[C@@H](NC(=O)/C(=N\OC)c3csc(N)n3)[C@H]2SC1 (stereo partly drawn)	16%	0.1%	-30%	-7%	-3%
O=C(O)C1CCCN(S(=O)(=O)c2ccccc2[N+](=O)[O-])C1 (stereo not drawn)	0%	0.2%	/	-11%	-4%
CCCN1CCN(C(=O)c2oc3ccccc3c2NC(=O)COc2ccc(OC)cc2)CC1	-9%	2.2%	18%	-4%	4%
COc1ccc(CC(=O)N/N=C(\C)CC(=O)Nc2ccc(N(C)C)cc2)cc1OC	-34%	i	-14%	-6%	-2%
Cc1ccc2nc(N(CCN(C)C)C(=O)c3ccc4c(c3)OCCO4)sc2c1	2%	1.7%	9%	-5%	2%
Cc1ccc(S(=O)(=O)N2CC=C(C(=O)NC3CCCC3)CC2)cc1	1%	1.2%	24%	4%	6%
O=C(COC(=O)c1ccc(S(=O)(=O)N2CCOCC2)cc1)NC1CCCC1	8%	0.2%	-8%	24%	0%
CCCc1ccc(Oc2cn[nH]c2-c2ccc(O)c(C)c2O)cc1	1%	22%	-9%	1%	13%
Cc1nc2ccc(S(=O)(=O)N(C)CC(=O)NCc3ccc(N(C)C)cc3)cc2s1	13%	0.1%	9%	1%	3%
COc1ccc(C)cc1NC(=O)C1CCN(S(=O)(=O)c2ccc3c(c2)C(C)(C)C(=O)N3C)CC1	/	2.8%	23%	6%	-2%
CCCOc1ccc(OCCCCNC(C)CC)cc1 (stereo not drawn)	-9%	0.3%	2%	2%	-6%
O=C(CN1CCN(Cc2ccccc2)CC1)NCC1COc2ccccc2O1 (stereo not drawn)	7%	0.2%	4%	-8%	9%
CC1Sc2ccc(S(=O)(=O)CCC(=O)N3CCc4ccccc43)cc2NC1=O (stereo not drawn)	2%	2.9%	7%	-2%	0%
COc1cccc(NC(=O)NC2(C(F)(F)F)Oc3ccccc3O2)c1	-22%	7.1%	14%	11%	-3%
Nc1nnc(SCC(=O)Nc2nccs2)s1	10%	0.2%	6%	-5%	1%
COc1cccc(-n2nc(C(C)=O)c(=O)[nH]c2=O)c1	7%	1.1%	9%	-4%	5%	VEEV TC-83 Vero 10K pilot screen=0.3

Next part
SMILES	PhoP GFP inhibition	VEEV TC-83 Vero	tuberculosis growth	H1N1 NS1A inhibition	H37Rv inhibition	others
CSc1nnc(CCNC(=O)OC(C)(C)C)o1	14%	i	-4%	-1%	6%
CC(C)c1ccc(NC(=O)CN2C(=O)NC(C)(C3CC3)C2=O)cc1 (stereo not drawn)	/	2.5%	2%	2%	-6%
CCOc1ccc2nc(SCC(=O)NCc3ccc(OC)c(OC)c3)[nH]c2c1	-4%	0.7%	-10%	4%	-12%
Cc1c(C(=O)N2CCN(Cc3ccc4c(c3)OCO4)CC2)sc2ncnc(N3CCN(c4ccccc4)CC3)c12	-9%	8.9%	45%	11%	?
CC1=NOC(=O)/C1=C/c1ccc(O)c(Cl)c1	23%	1.1%	-9%	-1%	3%
Cc1nnc2sc(-c3cccc(NC(=O)c4cccnc4)c3)nn12	-2%	0.9%	-8%	29%	-2%
COc1ccc(CCNC(=O)C2CCCN(S(=O)(=O)N3CCCCCC3)C2)cc1OC (stereo not drawn)	-11%	i	/	5%	3%
CCC(C)C(NC(N)=O)C(=O)Nc1ccc(OCc2ccccc2)cc1 (stereo not drawn)	5%	i	-5%	18%	-2%
Cc1n[nH]c(=O)nc1NCCc1ccccc1	25%	i	-6%	-6%	-7%

3 compounds drawn at random from those above:
SMILES	PhoP GFP inhibition	VEEV TC-83 Vero	tuberculosis growth	H1N1 NS1A inhibition	H37Rv inhibition	others
Cc1n[nH]c(=O)nc1NCCc1ccccc1	25%	i	-6%	-6%	-7%
CC1=NOC(=O)/C1=C/c1ccc(O)c(Cl)c1	23%	1.1%	-9%	-1%	3%
Cc1nnc2sc(-c3cccc(NC(=O)c4cccnc4)c3)nn12	-2%	0.9%	-8%	29%	-2%
